Screening data as filed in PubChem BioAssay.
ST2 inh: inhibitors of human ST2 (IL1RL1) binding to IL-33, primary screen, biochemical, AlphaLISA | Interleukin-1 receptor-like 1 (Homo sapiens), Q01638 | AlphaLISA ST2-Fc/biotin-IL-33 interaction, 1 h | inhibition, % for hits at 17 µM | 78,000 tested, 2.3% active | AID 1259354, 2018; in the data active = inhibition above about 30%; inconclusive = mostly about 10% to 28%
Target sequence (Q01638 whole entry, looked up): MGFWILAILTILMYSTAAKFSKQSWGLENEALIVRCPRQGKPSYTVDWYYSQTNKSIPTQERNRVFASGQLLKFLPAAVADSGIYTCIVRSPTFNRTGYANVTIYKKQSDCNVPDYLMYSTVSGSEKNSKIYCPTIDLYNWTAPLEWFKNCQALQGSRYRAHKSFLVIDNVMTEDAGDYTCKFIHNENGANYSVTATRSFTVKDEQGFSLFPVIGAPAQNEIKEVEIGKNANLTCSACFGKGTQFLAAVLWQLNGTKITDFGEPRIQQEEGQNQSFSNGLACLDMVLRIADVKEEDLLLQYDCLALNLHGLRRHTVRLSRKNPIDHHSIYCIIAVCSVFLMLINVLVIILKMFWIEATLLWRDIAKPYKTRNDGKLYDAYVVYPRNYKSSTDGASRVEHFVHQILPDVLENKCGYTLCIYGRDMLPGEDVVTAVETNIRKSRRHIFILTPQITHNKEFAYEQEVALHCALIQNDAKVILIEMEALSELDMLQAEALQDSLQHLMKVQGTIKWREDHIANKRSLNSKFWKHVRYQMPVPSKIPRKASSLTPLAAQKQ
* = called active by the depositor.

CC(=O)N1CCN=C1SCc1c(F)cccc1Cl was read as ST2 inh inactive.
For c1csc(C2=NN3C(C2)c2ccccc2OC3c2ccc3c(c2)OCO3)c1 (stereo not given) the results were ST2 inh inactive.
`CCOC(=O)c1[nH]c2ccc(OC)cc2c1NC(C)=O` gave ST2 inh inactive.
`CCC(=O)N1CCc2cc(Br)cc(S(=O)(=O)NCC3CCCO3)c21` (stereo not given) gave ST2 inh inactive.
O=C(Nc1ncnc2sc3c(c12)CCCC3)c1ccco1 was read as ST2 inh inactive.
For NCC(=O)Nc1ccccc1-c1csc2ccccc12 the results were ST2 inh inactive.
Cc1ccc(S(=O)(=O)N2C/C(=C\c3ccccc3)c3c2cc([N+](=O)[O-])cc3[N+](=O)[O-])cc1 was read as ST2 inh 35.0%*.
For COc1ccc(Cl)cc1N(CC(=O)NCc1ccco1)S(=O)(=O)c1ccccc1 the results were ST2 inh inconclusive.
CCC1=C(c2ccc(OC)cc2)S(=O)(=O)N(CC(=O)NCc2ccccc2OC)C1=O was read as ST2 inh inactive.
`O=C1CC2(CCN(C(=O)CCSCc3ccc(F)cc3)CC2)CN1` gave ST2 inh inconclusive.
For CC1(C(=O)NC2CCCC2)COc2c(oc3ccccc23)C(=O)N1Cc1ccccc1F (stereo not given) the results were ST2 inh inactive.
Screening CC[C@H]1CN(C(=O)C(C)(C)C)CC[C@H]1CC(=O)NCc1cccnc1 returned ST2 inh inconclusive.
Cc1nc2c(c(=O)n1C)CCN(C(=O)C1CCOC(C)(C)C1)CC2 (stereo not given) was read as ST2 inh 31.0%*.
For O=C1OC(c2ccccc2)=N/C1=C\N1CCCCC1 the results were ST2 inh inconclusive.
Screening CCOC(=O)c1cc(-c2c[nH]c3ccccc23)no1 returned ST2 inh inconclusive.
COc1ccc(S(=O)(=O)NC2CC(C)(C)NC(C)(C)C2)cc1OC was read as ST2 inh inactive.
For CCOC(=O)c1c(C)oc2ccc(OC(=O)c3ccc(Br)cc3)cc12 the results were ST2 inh inactive.
For c1ccc(-c2ccccc2OCCCN2CCCC2)cc1 the results were ST2 inh inactive.
Screening CCS(=O)(=O)N1CCN(c2cc(-c3cccc(C)c3)ncn2)CC1 returned ST2 inh inactive.
`Cc1c(C(=O)Nc2cccc(NC(=O)c3ccccc3Cl)c2)cccc1[N+](=O)[O-]` gave ST2 inh inactive.
CC(=O)NCC1CCCN(Cc2ccc(C(=O)Nc3cnn(C)c3)cc2)C1 (stereo not given) was read as ST2 inh inactive.
CCCOc1ccccc1/C=C1/C(=O)N=C(N)N1C was read as ST2 inh inactive.
CC(C)NC(=O)C1CCC(=O)N1Cc1ccc(F)cc1 (stereo not given) was read as ST2 inh inactive.
For CCOc1ccc(N(CC)C(=O)Cc2c(C(=O)O)[nH]c3ccc(Cl)cc23)cc1 the results were ST2 inh inactive.
For COCC(C)NCc1cccc(-c2cn[nH]c2)c1 (stereo not given) the results were ST2 inh inactive.
`O=S(=O)(Nc1ccccc1)c1cccc2cccnc12` gave ST2 inh inactive.
`O=C(c1scc2c1OCCO2)N1CCc2c([nH]c3ccccc23)C1c1ccccn1` (stereo not given) gave ST2 inh inactive.
For CCn1nc(C(C)C)cc1C(=O)N1CCC(O)(CN(C)C)C1 (stereo not given) the results were ST2 inh inactive.
CC1=C(C(=O)OCc2ccccc2)C(c2ccc(Cl)cc2)n2ncnc2N1 (stereo not given) was read as ST2 inh inactive.
Screening CCOC(=O)Cn1c(=O)n(-c2ccc(C)c(C)c2)c2nc(-c3ccccc3F)nc(C(N)=O)c21 returned ST2 inh inactive.
COc1cccc(CNc2ncn[nH]2)c1OCc1ccccc1F was read as ST2 inh inactive.
`CCCS(=O)(=O)N1CCCC(C(=O)NC)C1` (stereo not given) gave ST2 inh inactive.
`O=C(O)c1ccc2c(c1)N(Cc1ccccc1)C(=O)CS2` gave ST2 inh inactive.
Cc1ccc(O)c(CN2CCC(c3cc(C(C)C)n[nH]3)CC2)n1 was read as ST2 inh inactive.
Screening COc1cc2c(cc1CN1CCC(N3CCCC3=O)CC1)OCO2 returned ST2 inh inconclusive.
For Cc1cc(C)c(C)c(C2C(C#N)=C(N)SC(N)=C2C#N)c1C the results were ST2 inh inconclusive.
CCOC(=O)C1(CCCc2ccccc2)CCCN(C(=O)c2cccnc2C)C1 (stereo not given) was read as ST2 inh inactive.
Clc1cccc(N2CCN(Cc3cccnc3)CC2)c1 was read as ST2 inh inactive.
For Cc1n[nH]c(C)c1S(=O)(=O)Nc1ccccc1C(=O)O the results were ST2 inh inactive.
OCC#CCSc1nc2ccccc2s1 was read as ST2 inh inactive.

Nothing new here: two of the compounds above.
CC(=O)NCC1CCCN(Cc2ccc(C(=O)Nc3cnn(C)c3)cc2)C1 (stereo not given) was read as ST2 inh inactive.
CCCOc1ccccc1/C=C1/C(=O)N=C(N)N1C was read as ST2 inh inactive.

(continued)
Cc1noc(C)c1C(=O)N1CCC2(CCCN(CC3CC3)C2=O)C1 (stereo not given) was read as ST2 inh inactive.
For CCCn1c(CNC(=O)COC)nc2ccccc21 the results were ST2 inh inactive.
`CCN1CCCCC1C(=O)N(C)CC1CCN(CCc2ccccc2F)CC1` (stereo not given) gave ST2 inh inconclusive.
For O=C(Nc1ccc(Br)cc1)c1cc(-c2ccc(F)cc2)on1 the results were ST2 inh inactive.
`Cc1cc(C)c(S(=O)(=O)Nc2nc(C)cc(C)n2)c(C)c1` gave ST2 inh inactive.
For Cc1cc2c(cc1C)NC(c1ccc([N+](=O)[O-])cc1)C1=C(CC(C)(C)CC1=O)N2 (stereo not given) the results were ST2 inh inconclusive.
For CC1=C(C)CC(C(=O)Nc2ccc(C)c(C)c2)C(C(=O)O)C1 (stereo not given) the results were ST2 inh inactive.
Screening NC(=Nc1nc2ccccc2o1)NC(=O)c1ccccc1Br returned ST2 inh inactive.
O=C(c1ccncc1)N1CCC2(CCCN(CCCc3ccccc3)C2)C1 (stereo not given) was read as ST2 inh inconclusive.
Cn1cnnc1SCC(=O)Nc1ccccc1C#N was read as ST2 inh inconclusive.
CC(C)N1CCN(CCn2cnc3c(F)cccc3c2=O)CC1 was read as ST2 inh inactive.
`COC(=O)c1sc2ccccc2c1NC(=O)c1cc2ccccc2cc1OC` gave ST2 inh inactive.
O=C(CN1CCCCC1)Nc1ccccc1NC(=O)CN1CCCCC1 was read as ST2 inh inactive.
Screening O=C(CC1COCCN1)NCCCn1nnc2ccccc21 (stereo not given) returned ST2 inh inactive.
CCCOc1ccc2oc(=O)c3c(c2c1)CCCN3C(=O)CN1CCN(c2ccccc2)CC1 was read as ST2 inh inactive.
`Clc1ccc(-c2cnc3ccccc3n2)cc1Cl` gave ST2 inh inactive.
Screening Cc1nn(-c2ccccc2)c(Cl)c1C(=O)Nc1cccc(Cl)c1 returned ST2 inh inactive.
Screening COCCN1CC(C(=O)NCCCc2ccc(F)cc2)CCC1=O (stereo not given) returned ST2 inh inactive.
`COc1ccc(N2C(N)=C(C#N)C(c3ccc4c(c3)OCO4)C3=C2CC(C)(C)CC3=O)c(OC)c1` (stereo not given) gave ST2 inh inconclusive.
Screening O=C(CN1C(=O)/C(=C/c2ccccc2F)Sc2ccccc21)N1CCOCC1 returned ST2 inh inconclusive.

Structures above with a nitro group on carbon:
Cc1ccc(S(=O)(=O)N2C/C(=C\c3ccccc3)c3c2cc([N+](=O)[O-])cc3[N+](=O)[O-])cc1 was read as ST2 inh 35.0%*.
`Cc1c(C(=O)Nc2cccc(NC(=O)c3ccccc3Cl)c2)cccc1[N+](=O)[O-]` gave ST2 inh inactive.
For Cc1cc2c(cc1C)NC(c1ccc([N+](=O)[O-])cc1)C1=C(CC(C)(C)CC1=O)N2 (stereo not given) the results were ST2 inh inconclusive.

Back to the main list; the 6 compounds before the break are reprinted first.
CCCOc1ccc2oc(=O)c3c(c2c1)CCCN3C(=O)CN1CCN(c2ccccc2)CC1 was read as ST2 inh inactive.
`Clc1ccc(-c2cnc3ccccc3n2)cc1Cl` gave ST2 inh inactive.
Screening Cc1nn(-c2ccccc2)c(Cl)c1C(=O)Nc1cccc(Cl)c1 returned ST2 inh inactive.
Screening COCCN1CC(C(=O)NCCCc2ccc(F)cc2)CCC1=O (stereo not given) returned ST2 inh inactive.
`COc1ccc(N2C(N)=C(C#N)C(c3ccc4c(c3)OCO4)C3=C2CC(C)(C)CC3=O)c(OC)c1` (stereo not given) gave ST2 inh inconclusive.
Screening O=C(CN1C(=O)/C(=C/c2ccccc2F)Sc2ccccc21)N1CCOCC1 returned ST2 inh inconclusive.
`CCCCC1=NN(C(=O)c2ccccc2Cl)C(O)(C(F)(F)F)C1` (stereo not given) gave ST2 inh inactive.
CCSc1nnc(NC(=O)c2ccc(C)c([N+](=O)[O-])c2)s1 was read as ST2 inh inconclusive.
For ONC(=Nc1ccc2c(c1)OCO2)C(=Nc1ccc2c(c1)OCO2)NO the results were ST2 inh inactive.
For Cc1nnc(SCCNC(=O)c2cc(C3CC3)[nH]n2)s1 the results were ST2 inh inconclusive.
CC(C)CN1C(=O)N(C2Cc3ccccc3C2)C(=O)C12CCN(C1CCSC1)CC2 (stereo not given) was read as ST2 inh inactive.
For Cc1cccc(C)c1NC(=O)CN1C(=O)C(=O)c2ccccc21 the results were ST2 inh inactive.
Screening CC1=C(C(=O)OC2CCCCC2)C(c2cccc(Cl)c2)n2ncnc2N1 (stereo not given) returned ST2 inh inactive.
For CCCSc1nnc2c(n1)OC(c1cccs1)Nc1ccccc1-2 (stereo not given) the results were ST2 inh inactive.
c1ccc2[nH]c(SN3CCOCC3)nc2c1 was read as ST2 inh inconclusive.
Screening COC(=O)c1cc(S(=O)(=O)N2CCC(C)CC2)ccc1F returned ST2 inh inactive.
C=CCOC(=O)N1CCC2(CC1)CNC(=O)C2 was read as ST2 inh inactive.
Screening COc1ccc2nc(N3CCC(C(=O)NC(C)C)CC3)sc2c1 returned ST2 inh inactive.
`COC(=O)CC[C@H]1CNC(=O)[C@@H]2[C@@H](CCN2Cc2csnn2)N1C` gave ST2 inh inconclusive.
For COc1ccc(C(=O)Nc2ccc(NC(=O)c3ccccc3)cc2)cc1[N+](=O)[O-] the results were ST2 inh inconclusive.
`COC(=O)c1ccc(-c2noc(CN(C)Cc3nc4ccc(Cl)cc4[nH]3)n2)cc1` gave ST2 inh inconclusive.
O=C(NCCCn1ccnc1)c1ccc(C(=O)NCCCn2ccnc2)cc1 was read as ST2 inh inconclusive.
Cc1cc(-c2nn(C)c(Cl)c2C2NCCc3[nH]cnc32)no1 (stereo not given) was read as ST2 inh inactive.
Screening CCOc1ccc(C2CC(c3ccc(Cl)cc3)Nc3nc(N)nn32)cc1 (stereo not given) returned ST2 inh inconclusive.
`CCc1nn(-c2ccccc2)c(NC(=O)C2CCCCn3nnnc32)c1C` (stereo not given) gave ST2 inh inactive.
`COc1ccc(-c2ccc(C3NCCc4[nH]cnc43)cc2)c2ccc(C)nc12` (stereo not given) gave ST2 inh inactive.
For Cc1noc(C)c1-c1nc(CC(C)C)nn1-c1ccc2c(c1)OCO2 the results were ST2 inh inactive.
For COc1ccc(OC)c(NS(=O)(=O)c2ccc3c(c2)CCC(=O)N3)c1 the results were ST2 inh inactive.
`CCCN(c1nc(C)c(Cl)c(OC)n1)S(=O)(=O)c1ccc(C)cc1` gave ST2 inh inactive.
Screening COc1cc(C=O)ccc1OCCOc1c(Cl)cccc1Cl returned ST2 inh inactive.
Cc1cnccc1N1CCCN(C(=O)Nc2nncs2)CC1 was read as ST2 inh inconclusive.
For O=C(c1cc(C2CC2)[nH]n1)N1CCCC(Cc2nc3ccccc3[nH]2)C1 (stereo not given) the results were ST2 inh inactive.
For Cn1cc(C(=O)NCCSc2cn[nH]n2)c2ccccc21 the results were ST2 inh inactive.
`CCOc1ccc(C2C3=C(CC(C)(C)CC3=O)Nc3nc(SC)[nH]c(=O)c32)cc1` (stereo not given) gave ST2 inh inactive.
For O=C(Nc1cc(Br)ccc1O)c1noc2c1CCc1ccccc1-2 the results were ST2 inh inactive.
Screening Cc1ccc(-c2nc(CNC(=O)c3scnc3C)[nH]c2-c2ccccn2)cc1 returned ST2 inh inconclusive.
Screening Cc1cc(C)nc(SCc2nc3cccc(C)n3c2Br)n1 returned ST2 inh inactive.
For CS(=O)(=O)c1ccc(Cc2nc(CCc3ccccc3)n[nH]2)cc1 the results were ST2 inh inactive.
Screening CCc1nc(C)sc1C(=O)N[C@H]1C[C@H]2C(=O)NCC(=O)N2C1 returned ST2 inh inconclusive.
For CCCCN1C(=O)/C(=c2\sc3nc(-c4ccc(OC)cc4)nn3c2=O)c2ccccc21 the results were ST2 inh inactive.
Fc1cccc2c1NC(c1ccc(Cl)cc1)C1CC=CC21 (stereo not given) was read as ST2 inh inconclusive.
`COC(=O)C1=C(C)OC(N)=C(C#N)C1c1ccccc1OC(=O)c1ccc(Cl)cc1` (stereo not given) gave ST2 inh inconclusive.
Screening C=CCOc1ccc(/C=c2\sc3nc(=O)c(C)nn3c2=O)cc1 returned ST2 inh inactive.
CC1=C(C(=O)Nc2cccc(C)n2)C(c2ccc(F)cc2)C2=C(CCCC2=O)N1 (stereo not given) was read as ST2 inh inactive.
For CN(CCC1CCCCO1)C1CCN(c2ccc(NC(=O)C3CCCC3)cc2)CC1 (stereo not given) the results were ST2 inh inconclusive.
O=[N+]([O-])c1cc(C(F)(F)F)ccc1NCCN=Cc1cc(Cl)ccc1O was read as ST2 inh inactive.
Cc1nc(-c2cccc3ccccc23)cs1 was read as ST2 inh inactive.
For CC(=O)c1cccc(NC2OC(=O)c3ccccc32)c1 (stereo not given) the results were ST2 inh inactive.
Screening O=C(NCC1Cc2cc(F)cc(-c3ccccn3)c2O1)c1cc(F)ccc1F (stereo not given) returned ST2 inh inconclusive.
For O=C(Nc1cc2cccc([N+](=O)[O-])c2oc1=O)c1ccc(F)cc1 the results were ST2 inh inconclusive.
`O=C(c1ccc(Cl)cc1)C(O)c1c[nH]c2ccccc12` (stereo not given) gave ST2 inh inactive.
For O=C(CSc1cn(Cc2ccc(F)cc2)c2ccccc12)N1CCCCC1 the results were ST2 inh inactive.
`O=C(Cc1ccsc1)N(C/C=C/c1ccccc1)CCO` gave ST2 inh inactive.

A portion of the library; the hit share may differ from the screen's.
